# sPLA2-III inh: Inhibits HGIII-sPLA2 liposome hydrolysis, primary screen; Q9NZ20; 370,000 compounds, 0.56% hits; QFRET BODIPY PC-A2 liposome hydrolysis, fluorescence; inhibition, % at 12.2 µM; AID 743126;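 active means inhibition above mean plus 3 SD of compounds lying within the high and low control bounds, cut at about 19% in these data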;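 further: 0% = median of test compound wells and 100% = no enzyme DMSO wells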
# DDE Tn6 FP inh: disrupts Tn6 cyclic peptide binding to fibrin D-Dimer-E complex; inhibition, % at 8.3 µM; P02675; Fibrin DD(E) TRITC-Tn6 fluorescence polarization displacement; 370,000 compounds, 0.21% hits;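 active means inhibition above a per-campaign cutoff: mean of compounds within control limits plus 3 SD, cut at about 15% in these data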;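 further: 0% = median of all compound wells on the plate and 100% = blocking peptide control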
# Target sequence (P02675 whole entry, looked up): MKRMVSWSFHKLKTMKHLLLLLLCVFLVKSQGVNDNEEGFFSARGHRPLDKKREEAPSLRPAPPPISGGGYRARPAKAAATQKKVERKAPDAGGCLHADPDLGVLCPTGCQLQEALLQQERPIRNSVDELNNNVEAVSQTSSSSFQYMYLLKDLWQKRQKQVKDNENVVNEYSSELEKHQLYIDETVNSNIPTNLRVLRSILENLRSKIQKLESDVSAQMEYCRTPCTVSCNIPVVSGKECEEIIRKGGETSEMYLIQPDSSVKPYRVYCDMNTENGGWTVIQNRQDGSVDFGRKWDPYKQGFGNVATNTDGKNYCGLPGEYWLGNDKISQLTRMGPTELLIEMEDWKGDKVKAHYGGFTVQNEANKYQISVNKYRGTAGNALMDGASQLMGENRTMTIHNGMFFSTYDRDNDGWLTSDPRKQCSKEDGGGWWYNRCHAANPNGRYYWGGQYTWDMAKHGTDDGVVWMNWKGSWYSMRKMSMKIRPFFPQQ
# NR1D1 modulator: modulators of human Rev-erb alpha DNA binding | activity, % at 10 µM | Rev-erbα–FITC-DNA binding, fluorescence polarization, 90 min | 370,000 compounds, 0.79% hits | P20393;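 active means activity above about 14%, limit read from the data; passing the limit was not always enough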;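 further: 0% = DMSO wells with 35 nM protein and 100% = DMSO wells with 750 nM protein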
# ARFGAP1 inh: inhibitors of rat ARFGAP1; Q62848; Arfgap1-stimulated ARF1 GTP hydrolysis, GDP FP detection; inhibition, % at 16.5 µM; 360,000 compounds, 0.26% hits; AID 651572;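 active means inhibition above a per-plate limit, mean inhibition of low control wells plus 3 SD, cut at about 25% in these data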;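 further: 0% = DMSO wells with enzyme and 100% = wells lacking Arfgap1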
# Target sequence (Q62848 1-136 limits assumed): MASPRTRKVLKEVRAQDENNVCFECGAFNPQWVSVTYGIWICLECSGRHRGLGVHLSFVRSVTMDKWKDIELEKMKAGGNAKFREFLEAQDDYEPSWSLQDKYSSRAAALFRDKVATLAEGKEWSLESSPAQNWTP
#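 Replicates: Single well per compound | Assay system: Truncated rat Arfgap1 GAP domain | Control set: No-Arfgap1 wells (100%) versus DMSO full-reaction wells (0%) | Times: Enzyme reaction 120 min at 25 °C after 20 min preincubation | Reagent: Human ARF1(Δ1-17)-GTP substrate | Measured by: Tracer-displacement fluorescence polarization with EDTA stop, 620/688 nm | Measure: Percent inhibition of Arfgap1-stimulated GTP hydrolysis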
# PLC-gamma1 inh: inhibitors of human phospholipase C gamma1; inhibition, % at 12.2 µM; AID 720700; 370,000 compounds, 0.84% hits; purified PLC-gamma1, fluorogenic substrate, fluorescence; in the data active means inhibition above about 9.5%
# ASAP1 GAP inh: inhibitors of human ASAP1 ArfGAP activity. Q9ULH1. ASAP1-stimulated ARF1 GTP hydrolysis, GDP FP detection. inhibition, % at 16.5 µM. 360,000 compounds, 0.19% hits. AID 624377; in the data active means inhibition above about 25%;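 further: 0% = vehicle with enzyme and substrate and 100% = no enzyme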
# Target sequence (Q9ULH1 325-724 limits assumed): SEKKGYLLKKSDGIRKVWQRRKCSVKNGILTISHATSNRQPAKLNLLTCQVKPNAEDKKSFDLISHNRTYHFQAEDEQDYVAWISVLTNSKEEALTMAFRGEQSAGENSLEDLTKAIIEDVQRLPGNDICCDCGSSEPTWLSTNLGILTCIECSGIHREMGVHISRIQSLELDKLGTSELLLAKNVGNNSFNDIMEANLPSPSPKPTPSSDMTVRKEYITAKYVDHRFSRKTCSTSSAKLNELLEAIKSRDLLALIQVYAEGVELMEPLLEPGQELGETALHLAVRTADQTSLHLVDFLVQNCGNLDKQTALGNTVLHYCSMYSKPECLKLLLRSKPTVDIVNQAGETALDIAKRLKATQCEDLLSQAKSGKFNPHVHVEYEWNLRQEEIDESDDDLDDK
# DDE Tn7 FP inh: DD(E)-Tn7 binding inhibition, primary FP screen; inhibition, % at 8.3 µM; FP displacement of FITC-Tn7 peptide from fibrin DD(E); 0% = median of compound wells per plate; P02675; 370,000 compounds, 0.13% hits;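 active means inhibition above the mean of compounds falling within the control limits plus 3 SD of them, cut at about 14% in these data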;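 further: 0% = plate median of compound wells and 100% = 10 µM Aha-Tn7 peptide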
#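 Assay system: Fibrin-DD(E) protein isolated from polymerized human fibrin clots; read-out basis: percent inhibition; medium: Tris/NaCl/CaCl2 buffer, pH 7.8; signal: FP measurement; incubation: 10 min plus 3 h, room temperature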
# PLC-beta3 inh: PLC-beta3 (human) inhibition, primary screen | Q01970 | Purified PLC-beta3, fluorogenic substrate, fluorescence | inhibition, % at 12.2 µM | 370,000 compounds, 0.18% hits | AID 720704; in the data active means inhibition above about 11%;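 further: 0% = median of compound wells on plate and 100% = full blocker control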
# UHRF1 binding: UHRF1 methyl-DNA binding inhibition | inhibition, % at 4.4 µM | Q96T88 | UHRF1 binding to methylated oligo, TR-FRET | 370,000 compounds, 0.75% hits; in the data active means inhibition above about 21%;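 further: UHRF1 SRA domain binding a hemimethylated CpG hairpin DNA probe; 0% = median of test compound wells and 100% = reference inhibitor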
# proKLK7 act: proKLK7 (human) activation, primary screen; P49862; purified proKLK7, EDANS-DABCYL substrate fluorescence; 100% is mature enzyme control, 0% vehicle; activation, % at 7 µM; 370,000 compounds, 0.9% hits; AID 652039;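 active means activation above the mean of all tested compounds plus 3 SD, computed per campaign excluding outliers beyond control limits, cut at about 13% in these data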
# * = called active by the depositor; . = not tested or not shown. Hits appear at their usual frequency; 4.5% or so of the library scored in one or more.
sPLA2-III inh	DDE Tn6 FP inh	NR1D1 modulator	ARFGAP1 inh	PLC-gamma1 inh	ASAP1 GAP inh	DDE Tn7 FP inh	PLC-beta3 inh	UHRF1 binding	proKLK7 act	structure
-1	10	-1	7	0	6	1	0	-4	-0.5	Cc1cc(C)c(NC(=O)CN2C(=O)NC3(CCCCC3)C2=O)c(C)c1
-1	1	-6	5	-3	2	1	-1	4	-0.1	Cn1c(C(=O)Nc2ccc3c(c2)OCO3)cc2c(=O)n(C)c3ccccc3c21
-2	0	4	7	0	7	-1	-3	0	-0.2	S=c1cnc2ccccc2[nH]1
-32	5	3	8	3	4	2	2	-2	0.1	O=c1[nH][nH]c2c1C(c1ccc(Cl)c(Cl)c1)OC(CCc1ccccc1)C2 (centres undefined)
6	-8	-4	2	1	-2	-1	-9	1	0.5	COc1ccc(N=N/C(C(C)=O)=C(/C)O)cc1
-1	-9	3	3	-5	22	5	-2	1	-0.3	CCC(CO)Oc1cc(NCc2cc(C)cc(C)c2)c2ncn(C(C)C)c2c1 (centres undefined)
9	6	0	-6	-5	-8	1	-16	2	0.1	CC(C)N1CC(O)=C(c2nc3ccccc3[nH]2)C1=N
9	-7	1	3	3	-1	-1	-2	1	-0.1	O=C1/C(=C/c2ccc(Cl)cc2)NC(=S)N1Cc1cccnc1
13	-2	-2	-2	0	3	-1	1	3	0.3	CCOC(=O)Cn1c(CN2CCOCC2)nc2c1c(=O)[nH]c(=O)n2C
8	-1	2	9	7	-10	-13	2	1	0.2	CCC(C)NC(=S)Nc1ccc(C(=O)OC)cc1 (centres undefined)
-12	1	7	12	3	2	5	3	0	-0.6	Cc1csc(NC(=O)Nc2cccc(Cl)c2)n1
1	0	-2	12	1	2	2	4	2	-0.2	Cc1cc(NC(=O)CSc2nc(C(C)C)nc3c2c(=O)n(C)c(=O)n3C)no1
0	1	2	2	0	2	1	0	-2	0.2	C=CCSc1nc2[nH]ncc2c(=O)[nH]1
6	-1	-16	-9	-1	1	-6	-10	2	0.1	O=C1/C(=C\c2cccc([N+](=O)[O-])c2O)SC(=S)N1Cc1ccccc1
-3	6	-2	8	1	-3	2	4	-2	0.3	COc1ccc2nc(SCC(N)=O)[nH]c2c1
6	-7	-6	0	6	-6	1	-2	0	-0.3	Cn1c(SCC(=O)N2CC(=O)Nc3ccccc32)nnc1C(F)(F)F
10	-1	-4	5	-2	-6	-2	-1	0	0.1	CC(C)n1nnnc1C1c2ccccc2C(=O)N1Cc1cccs1 (centres undefined)
1	-5	0	-1	3	-16	4	-8	-4	-0.8	COc1ccc(C(=O)CSc2nccn2C)c(OC)c1
0	3	2	11	1	9	-4	-6	0	-0.6	Cc1ccc(S(=O)(=O)NCC(=O)OCc2cc(=O)oc3cc(C)ccc23)cc1
18	-2	1	0	1	-1	2	0	-1	0.1	O=[N+]([O-])c1ccc(N=NNc2ccc([N+](=O)[O-])cc2)cc1
0	3	-9	-6	-2	13	1	-3	0	0.0	COc1ccc(NC(=O)CSc2nn3c(=O)c(C)nnc3s2)cc1
-26	3	1	-8	3	-2	-3	-1	-1	-0.1	CCOc1ccc(N2C(=O)C(CC(=O)Nc3ccccc3)N(Cc3ccccn3)C2=S)cc1 (centres undefined)
33*	4	-6	-16	-5	8	-5	-16	-6	0.3	O=C(NNC(=S)Nc1ccccc1)c1cc(Br)ccc1Cl
2	-2	4	-6	2	-11	-2	0	-4	-0.3	Cc1ccc(-n2c3c(cc(C(=O)NCCCN4CCOCC4)c2=O)C(=O)CC(C)(C)C3)cc1
-1	0	-2	-13	3	9	-3	5	-1	0.2	Cc1ccc(/C=C/S(=O)(=O)Nc2ccc(C)cc2)cc1
4	-5	-2	7	0	-9	-4	-7	3	-0.5	CCC(=O)N1CCN(c2ccc(NC(=O)COc3ccc(C)cc3C)cc2)CC1
3	0	4	12	2	15	-6	1	1	0.2	C[C@@H]1CN([C@@H](C)CO)C(=O)c2cccc(NC(=O)C3CCOCC3)c2O[C@H]1CN(C)S(=O)(=O)c1ccc(Cl)cc1
-7	-7	-2	4	-30	5	-8	-50	0	-5.2	O=C(C[n+]1ccc(C(=O)NCc2ccccc2)cc1)c1ccc(OC(F)F)cc1
-5	6	-3	0	-10	10	-3	-15	-1	-0.6	COc1cccc(CNC(=O)CCC2CCCN(C(=O)c3ccccc3N(C)C)C2)c1 (centres undefined)
-1	-2	-5	8	4	2	-7	2	6	0.2	C#CCOCCOCCOCCNc1nc(N2CCN(C(=O)Cn3cc(CCO)nn3)CC2)nc(N2CCN(C(=O)[C@H](C)n3cc(CCCN=C(N)N)nn3)CC2)n1
-5	7	4	2	2	-3	-5	-6	-1	-0.5	O=C(/C=C/c1c(F)cccc1Cl)Nc1cccnc1
3	-1	6	8	6	10	1	4	-2	-0.2	Cc1ccc(C(=O)NCCNC(=O)CN2CCCC2)cc1
6	-2	-6	5	-22	7	4	-43	0	0.0	Cc1ccc2oc(NC3=NC4(CCCC4)C4=C(CCCC4=O)N3)nc2c1
6	1	.	2	2	-7	-2	5	-2	0.3	Nc1cccc([N+](=O)[O-])c1
-2	-8	3	3	1	-1	2	2	1	0.3	CCOCCCNc1nc2c([nH]1)c(=O)n(C)c(=O)n2C
1	7	2	-6	0	14	2	3	-3	0.0	NC(=O)CSc1nnc(-c2ccncc2)o1
6	4	10	2	8	3	-3	-17	2	0.0	Cc1oc(-c2ccoc2)nc1CN(CC1CCC(=O)N1)C(C)C (centres undefined)
4	2	-1	-3	-8	6	-2	-11	-22	0.0	Cc1ccnc(N2CCC(C(=O)Nc3ccc4c(c3)CCC4)CC2)n1
5	-3	0	2	3	-2	-2	3	6	0.6	Cn1c(SCc2n[nH]c(=S)n2-c2ccccc2)nnc1-c1ccccc1
3	-3	-2	11	3	10	-2	2	-2	0.1	CCC(=O)N1CCc2cc(Br)cc(S(=O)(=O)CCC(=O)NCCc3ccccc3)c21
-1	-2	3	7	-1	-2	-2	-5	0	-0.1	CC(C)C1C(=O)CC(c2ccccc2)NC1c1ccccc1 (centres undefined)
6	1	-4	-5	4	1	-5	3	2	-0.1	O=[N+]([O-])c1cnccc1-n1nnc2ccccc21
-4	-2	-10	-19	-2	-10	-5	-1	-1	-0.5	COc1cc(Cl)ccc1OC1(C)CCN(Cc2cccn2-c2nccs2)C1 (centres undefined)
-2	3	1	-7	-22	3	2	-22	-2	-9.1	CS(=O)(=O)Nc1ccc(C2=NN(S(C)(=O)=O)C(c3ccc4c(c3)OCO4)C2)cc1 (centres undefined)
2	6	-3	4	0	0	4	5	1	0.2	Cc1ccc(OCC(=O)NCc2ccco2)c([N+](=O)[O-])n1
-17	-1	6	-1	-7	9	-8	-9	1	0.3	Cc1nc2ccc(C(=O)NCCCn3ccnc3)cn2c1N(C)CC1CCCCC1
2	-1	3	12	0	6	-4	-4	-5	0.3	CN(C)c1ccc(C(=O)N=c2sccn2C)cc1[N+](=O)[O-]
-17	-1	0	-7	-4	0	4	-4	-2	0.5	O=C(Nc1ccncc1)c1ccc(NS(=O)(=O)c2cccc(F)c2)cc1
8	-9	3	20	7	1	-6	-7	6	-0.4	CC(C)[C@@H](C)/C=C/[C@@H](C)[C@H]1CC[C@@H]2[C@]1(C)CCC1[C@]23C=C[C@]2(C[C@@H](O)CC[C@]12C)N(c1cnccn1)O3 (some centres undefined)
-2	1	5	18	-3	9	-6	-1	1	-0.3	CC(Sc1nc2cc(Cl)ccc2s1)C(=O)Nc1ccc2c(c1)OCO2 (centres undefined)
1	4	4	0	-1	-2	0	-2	2	1.1	Cc1ccc2cc(CN(CC3CCCO3)S(=O)(=O)c3c(C)ccc4nsnc34)c(=O)[nH]c2c1 (centres undefined)
6	0	-6	19	3	-1	-5	-9	20	0.3	O=C(c1cccc(N2CCCC2=O)c1)N1CCN(c2ccc(F)cc2)CC1
4	0	6	-3	2	0	6	5	2	0.3	Cc1cc(Br)c(S(=O)(=O)NCCN2CCOCC2)cc1C

# Structures shown so far that contain a Cl atom:
sPLA2-III inh	DDE Tn6 FP inh	NR1D1 modulator	ARFGAP1 inh	PLC-gamma1 inh	ASAP1 GAP inh	DDE Tn7 FP inh	PLC-beta3 inh	UHRF1 binding	proKLK7 act	structure
-32	5	3	8	3	4	2	2	-2	0.1	O=c1[nH][nH]c2c1C(c1ccc(Cl)c(Cl)c1)OC(CCc1ccccc1)C2 (centres undefined)
9	-7	1	3	3	-1	-1	-2	1	-0.1	O=C1/C(=C/c2ccc(Cl)cc2)NC(=S)N1Cc1cccnc1
-12	1	7	12	3	2	5	3	0	-0.6	Cc1csc(NC(=O)Nc2cccc(Cl)c2)n1
33*	4	-6	-16	-5	8	-5	-16	-6	0.3	O=C(NNC(=S)Nc1ccccc1)c1cc(Br)ccc1Cl
3	0	4	12	2	15	-6	1	1	0.2	C[C@@H]1CN([C@@H](C)CO)C(=O)c2cccc(NC(=O)C3CCOCC3)c2O[C@H]1CN(C)S(=O)(=O)c1ccc(Cl)cc1
-5	7	4	2	2	-3	-5	-6	-1	-0.5	O=C(/C=C/c1c(F)cccc1Cl)Nc1cccnc1
-4	-2	-10	-19	-2	-10	-5	-1	-1	-0.5	COc1cc(Cl)ccc1OC1(C)CCN(Cc2cccn2-c2nccs2)C1 (centres undefined)
-2	1	5	18	-3	9	-6	-1	1	-0.3	CC(Sc1nc2cc(Cl)ccc2s1)C(=O)Nc1ccc2c(c1)OCO2 (centres undefined)

# 3 entries from above, ordered by the value under NR1D1 modulator, largest number first:
sPLA2-III inh	DDE Tn6 FP inh	NR1D1 modulator	ARFGAP1 inh	PLC-gamma1 inh	ASAP1 GAP inh	DDE Tn7 FP inh	PLC-beta3 inh	UHRF1 binding	proKLK7 act	structure
1	4	4	0	-1	-2	0	-2	2	1.1	Cc1ccc2cc(CN(CC3CCCO3)S(=O)(=O)c3c(C)ccc4nsnc34)c(=O)[nH]c2c1 (centres undefined)
2	-1	3	12	0	6	-4	-4	-5	0.3	CN(C)c1ccc(C(=O)N=c2sccn2C)cc1[N+](=O)[O-]
6	0	-6	19	3	-1	-5	-9	20	0.3	O=C(c1cccc(N2CCCC2=O)c1)N1CCN(c2ccc(F)cc2)CC1
